Xi reactivation: activators of inactive X chromosome reactivation, primary screen, imaging, XiGFP fibroblasts, GFP high-content imaging, set 2; XiGFP mouse fibroblasts, % GFP-positive cells imaging, 3 d; cells co-treated with 5-aza-dC sensitizer; scaled so ellipticine positive control = 100%; activation, % at 7.58 µM; 0.055% of 360,000 active;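 active = mean normalized replicate activation at least 10% and every replicate at or above 10%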;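 also: 0% = median of on-plate neutral control wells and 100% = ellipticine 6 µM median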
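System: SV40-immortalized XiGFP fibroblast cells, line 68-5-11 / Incubation: 3-day compound exposure, then 15 min fixation at room temperature / Compound: single concentration per compound, delivered by pin transfer / Buffer or medium: DMEM plus 5-aza-dC sensitizer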
ERAP1 inh: human ERAP1 aminopeptidase inhibitors, primary screen, biochemical, single point, plate reader. Endoplasmic reticulum aminopeptidase 1 (Homo sapiens), Q9NZ08. 0.15% of 340,000 active. recombinant ERAP1, Leu-AMC fluorescence, 60 min. AID 652197, 2013. inhibition, % at 10.7 µM;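 active = mean replicate inhibition of at least 30%, or all replicates individually reaching that 30% level; inactive = mean below 30% and not every replicate reaching it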;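 also: 0% = neutral control wells and 100% = L-leucinethiol positive control wells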
LGR2 inh: inhibitors of bursicon-induced LGR2 CRE-luciferase signal, primary screen, cell-based, HEK293, CRE-luciferase reporter, bursicon stimulation. Drosophila bursicon receptor LGR2 (rickets). bursicon-stimulated, 4 h. inhibition, % at 9.99 µM. 0.35% of 380,000 active;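 active = drop in luminescence signal, shown as inhibition above about 50% in the replicate tests, limit read from the data, passing the limit was not always enough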;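 also: agonist challenge used bursicon conditioned medium at about half maximal strength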
PGC1a acetyl inh: inhibitors of PGC1a acetylation signal, primary screen, cell-based, U2OS, AlphaScreen, inhibitor mode; AlphaScreen anti-acetyl-lysine; with virally co-expressed GCN5 acetyltransferase; inhibition, % at 15.6 µM; 0.17% of 350,000 active; AID 651687, 2012;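 active = every replicate shows inhibition of at least 40%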;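 also: 0% = neutral control wells and 100% = positive control wells; some results beyond the cut were filed as inactive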
Cneo AK release: Cryptococcus neoformans cell lysis inducers, primary screen, AK release luminescence, single concentration; C. neoformans lysis, adenylate kinase release luminescence, 4 h; normalised: neutral wells 0, clomiphene wells 100; lysis activity, % at 15 µM; 0.2% of 360,000 active; AID 651654, 2012;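 active = mean lysis activity across replicates of at least 80%, whatever share of replicates individually reach that level; inactive = mean lysis activity below 80%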
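read-out = cell lysis signal | test system = log-phase Cryptococcus neoformans yeast cells | input = cells at 5 × 10^6 per mL | medium = fresh YPD growth medium | signal = luminescent adenylate kinase detection reagent | timing = 4 h at 37 °C static, read 1 h later | dosing = single dose | controls = Clomiphene as positive lysis control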
S100A4 MyoIIA: inhibitors of S100A4-myosin IIA peptide binding, primary screen, biochemical, fluorescence polarization, TAMRA-MyoIIA peptide; Protein S100-A4 (Homo sapiens), P26447; inhibition, % at 10.7 µM; 0.14% of 360,000 active; AID 652163, 2013;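 active = mean inhibition of at least 70% across replicates, with every replicate also reaching that level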
Target sequence (P26447 whole entry, looked up): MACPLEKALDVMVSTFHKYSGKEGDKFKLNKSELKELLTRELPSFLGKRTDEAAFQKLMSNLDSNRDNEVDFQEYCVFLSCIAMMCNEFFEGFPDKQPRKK
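Material: S100A4 monomer (human). Medium: Calcium-containing HEPES buffer, pH 7.2. Probe or stimulus: labelled myosin peptide probe, 5 nM. Compound dosing: one concentration per compound. Timing: polarization read 5 min after assay mix addition, stable 5–60 min. Benchmarks: DMSO as neutral control, TFP as positive control.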
SIRT5 inh: SIRT5 desuccinylase inhibitors, primary screen, biochemical, fluorescence imaging, single point, set 5; NAD-dependent protein deacylase sirtuin-5, mitochondrial (Homo sapiens), Q9NXA8; Purified SirT5, succinyl-peptide AMC, trypsin-coupled fluorescence; inhibition, % at 15 µM; 1.1% of 330,000 active; AID 652115, 2013; in the data active = inhibition above about 15%
Target sequence (Q9NXA8 whole entry, looked up): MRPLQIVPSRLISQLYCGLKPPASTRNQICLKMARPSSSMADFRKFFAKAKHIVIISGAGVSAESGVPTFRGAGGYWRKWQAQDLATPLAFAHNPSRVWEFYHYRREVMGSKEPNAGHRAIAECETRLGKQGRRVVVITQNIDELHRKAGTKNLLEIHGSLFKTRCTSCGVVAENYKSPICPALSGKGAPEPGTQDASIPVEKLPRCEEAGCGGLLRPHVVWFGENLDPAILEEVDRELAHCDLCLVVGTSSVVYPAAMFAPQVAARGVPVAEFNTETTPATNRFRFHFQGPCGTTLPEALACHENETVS
Statin myotox sup: suppressors of statin myotoxicity in C2C12 myotubes, primary screen, cell-based, single point, plate reader; C2C12 myotubes + simvastatin, ATP luminescence, 48 h; scaled: DMSO 0, geranylgeraniol control 100; rescue of ATP level, % at 7.49 µM; 0.78% of 330,000 active;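 active = mean ATP rescue above about 67%, or every replicate alone reaching that limit, limit read from the data, passing the limit was not always enough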;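 also: myotubes were challenged with 10 µM simvastatin during compound exposure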
The depositor's hits bear a star; . = not tested or not shown; & = joins results of further samples. An excerpt; rates above refer to the full screens.

item	Compound	Xi reactivation	ERAP1 inh	LGR2 inh	PGC1a acetyl inh
1	COc1ccc(C(=O)OCC(=O)N2C(C)CCCC2C)cc1S(=O)(=O)N1CCOCC1 (stereo unspecified)	0.1	1	-11	-1
2	CC(=O)N(C)C[C@H]1Oc2ncc(-c3cccc(C#N)c3)cc2C(=O)N([C@@H](C)CO)C[C@H]1C	1.6	2	-16	11
3	Oc1ccc(Br)cc1CNc1cnc2ccccc2c1	0.0	-10	-12	-5
4	O=C(C[C@@H]1C[C@H]2c3cc(NC(=O)c4ccc5c(c4)OCO5)ccc3O[C@H]2[C@@H](CO)O1)NCc1cccnc1	0.0	-1	4	-6
5	CNC[C@H]1Oc2c(NS(=O)(=O)c3ccc(OC)cc3)cccc2C(=O)N([C@@H](C)CO)C[C@H]1C	-1.3	3	-4	0
6	O=C(O)CN1CCCCC1	-0.1	-2	3	.
7	Cc1[nH]c2ccccc2c1/C=N/NC(=O)CNC(=O)Cc1ccccc1	0.0	-4	21	4
8	CC(C)NC(=O)Nc1ccc2c(c1)C(=O)N([C@@H](C)CO)C[C@H](C)[C@@H](CN(C)C(=O)Nc1ccc(F)cc1)OCCCC[C@H](C)O2	0.0	2	-12	0
9	COc1ccc(S(=O)(=O)N2CCOCC2)cc1NC(=O)COC(=O)c1oc2ccccc2c1C	0.1	1	12	0
10	CC(=O)C1=C(C)NC(SCC(N)=O)=C(C#N)C1c1sccc1C (stereo unspecified)	.	-2	-4	-1
11	COc1ccc(NC(=O)C2CCN(S(=O)(=O)c3ccc(Cl)c(C(F)(F)F)c3)CC2)cn1	-0.1	3	20	-5
12	CCOc1cc(/C=C2\NC(=S)N(c3c(C)n(C)n(-c4ccccc4)c3=O)C2=O)ccc1O	0.5	9	-4	.

item	Cneo AK release	S100A4 MyoIIA	SIRT5 inh	Statin myotox sup
1	0	0	.	7
2	0	4	6	15
3	3	0	-3	26
4	-6	2	-1	6
5	-5	-5	-4	-16
6	.	-1	2	.
7	-2	2	4	8
8	0	-30	-1	.
9	-1	5	-14	16
10	1	-2	-5	-10
11	0	-5	.	9
12	-2	7	3	.

The last three compounds of the section above are carried over, then new ones follow.
item	Compound	Xi reactivation	ERAP1 inh	LGR2 inh	PGC1a acetyl inh
10	CC(=O)C1=C(C)NC(SCC(N)=O)=C(C#N)C1c1sccc1C (stereo unspecified)	.	-2	-4	-1
11	COc1ccc(NC(=O)C2CCN(S(=O)(=O)c3ccc(Cl)c(C(F)(F)F)c3)CC2)cn1	-0.1	3	20	-5
12	CCOc1cc(/C=C2\NC(=S)N(c3c(C)n(C)n(-c4ccccc4)c3=O)C2=O)ccc1O	0.5	9	-4	.
13	CC(=O)Nc1ccc2c(c1)C(=O)N(C)[C@@H]1CC[C@@H](CC(=O)NCc3ccc(F)cc3)O[C@@H]1CO2	0.2	4	6	-6
14	NCc1ccc2[nH]c(=O)[nH]c2c1	-0.1	0	14	9
15	Cc1noc(NS(=O)(=O)c2ccc(NC(=O)COc3ccc(C#N)cc3)cc2)c1C	-0.1	-1	18	.
16	O=C(C[C@H]1CC[C@@H](NC(=O)Cc2ccccn2)[C@@H](CO)O1)NCCc1ccccc1	0.4	0	-11	-19
17	Cc1[nH]c2ccc(C(=O)OCC(=O)NC3(C#N)CCCCC3)cc2c1C	0.4	-8	-17	-12
18	CSCCC(NC(=O)COc1cccc2ccccc12)C(=O)O (stereo unspecified)	-0.2	-2	-5	8
19	O=C(Nc1ccccc1F)N[C@H]1CC[C@H](CCNS(=O)(=O)c2ccccc2)O[C@@H]1CO	-0.3	1	-14	-3
20	CC1CCN(c2nc(-c3cccnc3)nc3scc(-c4ccccc4)c23)CC1	-0.1	12	17	.
21	CC(C)NC(=O)COc1coc(CN2CCN(c3ccccc3)CC2)cc1=O	0.0	-5	-6	-1
22	Cc1cccn2c(=O)c(/C=C(\C#N)C(N)=O)c(Oc3ccccc3)nc12	0.3	4	11	4
23	C[C@H](CO)N1C[C@H](C)[C@@H](CN(C)S(=O)(=O)c2cn(C)cn2)Oc2ccc(NC(=O)Nc3ccc4c(c3)OCO4)cc2C1=O	0.6&-0.1	1&2	5&-22	0&9
24	COc1ccc(NC(=O)C(=O)NCCN2CCN(C(=O)c3cccc(Br)c3)CC2)cc1	0.0	3	2	.

item	Cneo AK release	S100A4 MyoIIA	SIRT5 inh	Statin myotox sup
10	1	-2	-5	-10
11	0	-5	.	9
12	-2	7	3	.
13	-2	25	-4	28
14	-3	-1	-2	-15
15	.	-4	.	.
16	-1	2	5	-3
17	1	2	0	-9
18	-1	-3	0	13
19	-2	-2	12	3
20	.	6	-2	.
21	0	6	0	6
22	6	-2	-5	.
23	0&1	12&-6	0&3	2
24	-2	5	-4	2

Entries shown so far with a COOH group, in the order listed:
item	Compound	Xi reactivation	ERAP1 inh	LGR2 inh	PGC1a acetyl inh
6	O=C(O)CN1CCCCC1	-0.1	-2	3	.
18	CSCCC(NC(=O)COc1cccc2ccccc12)C(=O)O (stereo unspecified)	-0.2	-2	-5	8

item	Cneo AK release	S100A4 MyoIIA	SIRT5 inh	Statin myotox sup
6	.	-1	2	.
18	-1	-3	0	13

Next part:
item	Compound	Xi reactivation	ERAP1 inh	LGR2 inh	PGC1a acetyl inh
25	Cc1nnc(C)n1/N=C/c1c(O)ccc2ccccc12	0.0	-1	-11	2
26	CC(=O)Nc1ccc(C(=O)OCC(=O)N(C)C2CCCCC2)cc1	0.1	-1	-2	.
27	COc1ccc(NC(=O)COC(=O)C2CC3C=CC2C3)cc1 (stereo unspecified)	-0.2	12	-16	.
28	COc1ccc(-c2ccc([C@H]3[C@@H](CO)N4CCCCN(CC5CCOCC5)C[C@H]34)cc2)cc1	0.3	-1	15	9
29	COc1ccc(OCCn2ccnc2C)cc1	0.0	-2	7	-12
30	O=C(Nc1ccn(CCCNCc2ccccn2)c(=O)n1)OCc1ccccc1	0.0	-1	2	-4

item	Cneo AK release	S100A4 MyoIIA	SIRT5 inh	Statin myotox sup
25	3	-3	-5	2
26	.	5	0	.
27	.	-1	2	.
28	-3	0	4	5
29	-6	0	-4	8
30	1	-4	-6	0

Assay outcomes from PubChem BioAssay.
